PI5P4K alpha inh – PI5P4K alpha (human) kinase inhibition. AID 652105. PI5P4Kalpha enzyme, ADP-Glo luminescence, 60 min; stronger effect = lower value. max response, %. hit rate 1.2% among 330,000. P48426; active means max response of -50% or lower; inconclusive means between -30% and -50%; inactive means -30% or higher; further: value at the top dose of about 77 µM; on the % scale 0 is the no-effect control and ±100 the full control effect
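Single end-point luminescence (ADP-Glo) quantified ADP from PI5P4Kalpha turnover; ATP 5 microM final, 1 h at RT, 0.1% CHAPS and 0.28 mM EGTA in HEPES pH 7.4.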
GLP-1R inv ag – inverse agonists of human GLP-1 receptor; HEK293 GLP-1R CRE-luciferase, luminescence, 24 h; GLP-1R form is constitutively active; Potency, µM (highest dose often 38.3 µM), for inactives: at the top dose activity change, negative = inhibition, actives largely listed as inhibitors; hit rate 1.6% among 410,000; AID 624417; further: potency means the concentration at half of the fitted maximal effect; on the % scale 0 is the no-effect control and ±100 the full control effect; nearly all actives have a fitted effect of over 55% in size
Target sequence (P43220 whole entry, looked up): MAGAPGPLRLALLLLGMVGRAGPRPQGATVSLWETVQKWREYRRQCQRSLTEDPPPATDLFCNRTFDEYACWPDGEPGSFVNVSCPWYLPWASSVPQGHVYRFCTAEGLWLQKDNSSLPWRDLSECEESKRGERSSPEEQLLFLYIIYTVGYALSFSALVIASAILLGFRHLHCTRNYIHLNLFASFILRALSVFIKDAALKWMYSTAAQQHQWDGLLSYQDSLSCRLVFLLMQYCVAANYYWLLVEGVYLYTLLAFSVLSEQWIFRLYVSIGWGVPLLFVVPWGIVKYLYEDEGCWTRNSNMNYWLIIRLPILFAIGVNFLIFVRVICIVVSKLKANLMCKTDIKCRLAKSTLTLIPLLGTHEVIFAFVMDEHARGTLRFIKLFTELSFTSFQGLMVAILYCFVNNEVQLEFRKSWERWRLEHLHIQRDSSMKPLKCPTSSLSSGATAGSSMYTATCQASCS
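Using stably transfected HEK293 (constitutively active GLP-1R, cAMP-luciferase reporter), compounds were incubated 24 hr and luciferase measured by luminescence.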
D3 antag – blocks the human D3 dopamine receptor. hit rate 2.5% among 360,000. max response, negative = inhibition, %. P35462. D3R cells, DiscoveRx beta-arrestin luminescence, antagonist mode; stronger effect = lower value. AID 652054; in the data active means max response below about -50%; inconclusive means no clear call, values can overlap the other calls; further: on the % scale 0 is the no-effect control and ±100 the full control effect; mostly tested at two doses, the higher about 12 µM
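Cells plated overnight at 1500 cells/well, then exposed to library compounds with dopamine controls for 90 minutes at 37 degrees C. DiscoveRx reagent added for 30–60 minutes at room temperature; luminescence read, quantitative HTS format.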
DRD3 agonist – activates the human D3 dopamine receptor; P35462; D3R DiscoveRx beta-arrestin cells, luminescence, 90 min; max activation, %; hit rate 0.58% among 410,000; in the data active means max activation above about 30%; further: 0% is about no effect; mostly tested at two doses, the higher about 12 µM
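Cells at 1500/well, incubated overnight, then treated with pinned compounds (dopamine as control) for 90 min at 37 degrees C. DiscoveRx reagent added for 30 - 60 minutes at room temperature; luminescence read.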
GLP-1R agonist – agonists of human GLP-1 receptor | HEK293 GLP-1R CRE-luciferase, luminescence, 4-6 h; cells express a hypersensitive GLP-1R form | AID 624172 | hit rate 0.007% among 380,000 | P43220 | Potency, µM (doses to about 45.6 µM), for the others: at the top dose activation, actives largely listed as activators; further: potency means the concentration at half of the fitted maximal effect; % of control where 0% means no effect
PLK1 PBD block – inhibitors of human PLK1 polo-box domain binding; AID 720504; Plk1 PBD binding of FITC phosphopeptide, fluorescence polarization; Potency, µM, without a hit: max response, negative = inhibition, most hits filed as inhibitors; hit rate 2.8% among 360,000; further: potency means the concentration at half of the fitted maximal effect; series mostly up to about 57 µM; on the % scale 0 is the no-effect control and ±100 the full control effect; nearly all actives have a fitted effect of over 65% in size
GLP1R cytotox – cytotoxic in the GLP-1 receptor inverse agonist counter-screen; HEK293 cAMP-luciferase reporter cells, luminescence, 24 h; hit rate 0.13% among 410,000; Potency, µM (highest dose often 38.3 µM), for inactives: top-dose activity change, negative = inhibition, actives largely listed as inhibitors; AID 624418;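 further: loss of luciferase light is scored as toxicity; potency means the concentration at half of the fitted maximal effect; on the % scale 0 is the no-effect control and ±100 the full control effect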
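Quantitative HTS format, 1536 wells, 200 cells/uL seeded. Compounds: 23 nL, 24 h, 37 °C. Detection: luciferase reagent, luminescence at 12 min RT; decreased signal taken as cytotoxic.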
IL2 activator – activates IL-2 in a cell-based reporter assay. IL-2 activation reporter assay, cell-based qHTS; stimulated with anti-CD3/CD4/CD28 beads; in transgenic mouse T cells. activation, % (series mostly up to about 46 µM). hit rate 0.065% among 360,000. AID 652025; in the data active means activation above about 50%; inconclusive means mostly about 30% to 49%; further: 0% is about no effect
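Unstimulated transgenic mouse T cells; 60-min compound exposure; bead-based TCR/CD4/CD28 stimulation; 18 h culture, 37 degrees C; dual fluorescence (EGFP, DsRed) plate cytometry.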
WRN helicase inh – inhibitors of human WRN helicase | Q14191 | WRN helicase unwinding, fluorescent forked duplex, kinetic | Potency, µM (top dose mostly 114 µM), without a hit: top-dose activity change, negative = inhibition, most hits filed as inhibitors | hit rate 0.46% among 360,000 | AID 651768; further: potency means the concentration at half of the fitted maximal effect; on the % scale 0 is the no-effect control and ±100 the full control effect; nearly all actives have a fitted effect of over 55% in size
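Fluorescence dequenching readout, ex 525 nm/em 598 nm, kinetic mode: forked duplex DNA (100 nM final) with adjacent fluorophore and quencher unwound by WRN (20 nM final) with 2 mM ATP. Compound preincubation 15 min, room temperature.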
* hit, by the source's call; ? = inconclusive; / = no result given; [ ] = dose if it differs, or a comment. Unless noted, the call rests on the fitted dose curve; in most records, active means well fitted curve in the direction sought with a large enough effect; inconclusive means small, poorly fitted or top-dose-only effect, or another doubt; inactive means no such curve, though single readings can be large; an effect the other way counts as inactive or inconclusive.

nr	compound	PLK1 PBD block	GLP1R cytotox	PI5P4K alpha inh	GLP-1R inv ag	GLP-1R agonist	IL2 activator	D3 antag	WRN helicase inh	DRD3 agonist
1	COc1cc([N+](=O)[O-])cc2sc(NC(=O)c3c(F)cccc3F)nc12	-12%	1%	-1	-2%	3%	-0.2	7	-3%	8
2	O=C(Nc1cccc(Cl)c1)Nc1ccccc1-n1ccnc1	-9%	2%	1	-6%	2%	-5.6	-1	-12%[57.1 µM]	1
3	CCCCCN(C(=O)CCC(=O)OCC(=O)N(CC)c1ccccc1)c1c(N)n(CCCC)c(=O)[nH]c1=O	0%	-2%	-14	-5%	3%	-2.0	7	-2%	-7
4	O=C(Nc1nnc(Cc2ccc(Cl)cc2)s1)c1ccncc1	1%	6%	-12	-8%	-1%	6.1	-2	-1%	-13
5	Cc1cc(C(=O)OCC(=O)Nc2ccc(S(=O)(=O)N3CCOCC3)cc2)c(C)o1	-13%	4%	6	-4%	-9%	-0.3	7	-12%	0
6	CCC1=NN(C(=O)c2ccccc2O)C(O)(c2ccccc2)C1 (configuration not stated)	-14%	17%	3	?	-2%	-1.5	11	-2%	3
7	CC1(C(=O)NS(=O)(=O)c2cccc(OC(F)F)c2)CCN1C(=O)C1CCCCC1 (configuration not stated)	-2%	1%	3	-18%	-7%	1.4	1	-4%	8
8	O=C(C1CCC1)N1CCc2cc(S(=O)(=O)NC3CCCC3)ccc21	0%	-1%	1	34%[activator]	15%	-0.6	15	2%	3
9	COc1cc(OC)cc(C(=O)Nc2ccccc2N2CCOCC2)c1	3%	16%	/	-18%	29%	-0.7	10	-13%	4
10	CCn1cc(C(=O)Nc2ccc(C)c([N+](=O)[O-])c2)cn1	-1%	3%	-23	2%	1%	1.9	-27	-4%	-5
11	CCCCNC(=O)C(=O)NCCCn1ccnc1	-8%	-5%	9	5%	3%	-0.7	-3	10%	-5
12	COc1ccccc1CN(C)c1nnnn1-c1ccccc1	2%	9%	-1	-21%	3%	0.0	7	-11%	2
13	CSCCC(NC(=O)c1ccc(Cl)cc1)C(=O)OCC(=O)NCc1ccco1 (configuration not stated)	-1%	-14%	2	7%	19%	-1.0	4	6%	0
14	CN(CC(=O)Nc1nc2ccc(F)cc2s1)S(=O)(=O)c1ccc(Cl)cc1	?	9%	/	-25%	-3%	-0.8	20	-12%	19
15	COc1cccc(C(Nc2ccccn2)c2c(NC(=O)c3ccco3)sc(C)c2C)c1 (configuration not stated)	-22%	5%	0	?	-4%	0.1	-17	-25%	-3
16	CCOC(=O)C1CCN(CC(O)COc2ccc(C(C)=O)cc2)CC1 (configuration not stated)	-2%	1%	-6	0%	-4%	-3.7	-10	10%	-5
17	Cc1ccccc1-n1nc(C)c2cc(C(=O)N3CCOCC3)sc21	-7%	1%	/	29%	6%	-3.0	?	-6%	-28
18	COC(=O)c1sc2cc(C(F)(F)F)cnc2c1-c1cccnc1	-8%	-3%	/	21%	?	-0.5	?	-5%	-9
19	CCOc1ccc2nc(CN3CCN(Cc4ccsc4)C(CCO)C3)ccc2c1 (configuration not stated)	-13%	3%	-2	-23%	-1%	-0.5	-1	-7%	-10
20	Cc1cc2c(cc1S(=O)(=O)NCc1ccc(Cl)cc1)OCC(=O)N2	-3%	-3%	1	13%	12%	-1.8	5	-7%	1
21	CCCCCCCOc1ccc(C(=O)Nc2cccnc2)cc1	3%	-4%	10	4%	-7%	-3.8	35	11%	8
22	CC(=O)c1ccc(NC(=O)CS(=O)(=O)c2cn(CC(=O)N3CCOCC3)c3ccccc23)cc1	-15%	-1%	-1	13%	1%	-2.3	-20	7%	-6
23	COc1ccc2ncc(S(=O)(=O)c3ccccc3)c(N3CCN(c4ccccc4)CC3)c2c1	0%	-9%	7	-19%	?	-0.9	14	-18%[57.1 µM]	2
24	CN(C)Cc1nc2ccccc2c(=O)n1Cc1nc(C(C)(C)C)cs1	-4%	-7%	7	?	-2%	-0.9	32	-12%	8
25	Nc1nc(C23CC4CC(CC(C4)C2)C3)cs1	-2%	-19%	/	?	5%	0.0	3	-10%	2
26	COc1ccc(NS(=O)(=O)c2ccc3nc(COc4ccc5ccccc5c4)[nH]c3c2)cc1	-16%	?	-6	?	0%	-2.1	?	?	-13
27	C#Cc1ccc([C@@H]2C=C(C(=O)NC3CC3)O[C@H](OCc3ccc(CO)cc3)C2)cc1	-4%	10%	-1	4%	13%	1.7	10	-3%	2

Some of the entries above in another layout.
Below each compound: PLK1 PBD block | GLP1R cytotox | PI5P4K alpha inh | GLP-1R inv ag | GLP-1R agonist | IL2 activator | D3 antag | WRN helicase inh | DRD3 agonist
22: CC(=O)c1ccc(NC(=O)CS(=O)(=O)c2cn(CC(=O)N3CCOCC3)c3ccccc23)cc1
    -15% | -1% | -1 | 13% | 1% | -2.3 | -20 | 7% | -6
23: COc1ccc2ncc(S(=O)(=O)c3ccccc3)c(N3CCN(c4ccccc4)CC3)c2c1
    0% | -9% | 7 | -19% | ? | -0.9 | 14 | -18%[57.1 µM] | 2
24: CN(C)Cc1nc2ccccc2c(=O)n1Cc1nc(C(C)(C)C)cs1
    -4% | -7% | 7 | ? | -2% | -0.9 | 32 | -12% | 8
25: Nc1nc(C23CC4CC(CC(C4)C2)C3)cs1
    -2% | -19% | / | ? | 5% | 0.0 | 3 | -10% | 2
26: COc1ccc(NS(=O)(=O)c2ccc3nc(COc4ccc5ccccc5c4)[nH]c3c2)cc1
    -16% | ? | -6 | ? | 0% | -2.1 | ? | ? | -13
27: C#Cc1ccc([C@@H]2C=C(C(=O)NC3CC3)O[C@H](OCc3ccc(CO)cc3)C2)cc1
    -4% | 10% | -1 | 4% | 13% | 1.7 | 10 | -3% | 2
